Screening data from PubChem.
KKLEB tox – cytotoxicity in KKLEB CF airway cells, primary screen, cytotoxicity control for CF NF-kB inhibitor project, cell-based, uHTS, fluorescence assay plates; AID 602141, 2011; KKLEB CF airway cells viability, ATPlite luminescence, overnight; hits give low values; cells stimulated with P. aeruginosa culture filtrate; 360,000 tested, 0.36% active; activity change (cytotoxicity), % at 5 µM;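 active = corrected activity change at or below -50% at 5 µM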
TROY signal inh – inhibitors of TROY-driven NF-kB signaling, primary screen, Q293 LMP1-TROYcd cells, NF-kB luciferase, uHTS. Q293 LMP1-TROYcd NF-kB luciferase reporter, 4 h. inhibition, % at 10 µM. 360,000 tested, 0.98% active. AID 1347056, 2019;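 active = compounds whose plate-normalised and pattern-corrected inhibition of the luciferase reporter signal at the single screening dose is 50% or more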
Shn3 3UTR inh – reduction of Shn3 3'UTR firefly luciferase signal, primary screen, Schnurri-3 inhibitor project, cell-based, Clone20 osteoblasts, set 2; inhibition, % at 12.5 µM; 360,000 tested, 0.52% active; AID 588674, 2011; Clone20 osteoblast Shn3 3'UTR firefly luciferase, 24 h;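 active = mean inhibition of at least 75% with every replicate also reaching 75%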;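 also: 0% = median of neutral control wells and 100% = pilot-screen positive control compound; some compounds past the cut are filed as inactive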
TRPM1 prom inh – inhibitors of MITF-dependent TRPM1 promoter reporter, primary screen, cell-based, SK-MEL-5, single point, luciferase; SK-MEL-5 TRPM1 promoter luciferase, 24 h; 330,000 tested, 0.83% active; inhibition, % at 12.5 µM;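 active = mean inhibition across replicates of 60% or more, whatever share of single replicates reaches that level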; also: values of inactives mirror those of a sister screen read the other way
Peg3 prom inh – Peg3 promoter-driven luciferase inhibitors, primary screen, cell-based, HeLa, luciferase luminescence; HeLa PEG-Prom luciferase reporter, overnight; AID 588405, 2011; 360,000 tested, 1.7% active; inhibition, % at 20 µM;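 active = inhibition of at least 50% at 20 µM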
CF NFkB inh – inhibitors of PAF-induced NF-kB signaling, primary screen, cell-based, GFP fluorescence, uHTS; KKLEB NF-kB-GFP reporter, GFP fluorescence overnight; inhibition, % at 5 µM; 360,000 tested, 0.86% active; AID 588850, 2011;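 active = at least 50% inhibition at 5 µM, scaled per plate between neutral and stimulator controls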;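 also: PAF is a Pseudomonas aeruginosa culture filtrate used as stimulus; plate controls were PAF-stimulated DMSO wells for no effect and unstimulated DMSO wells for full effect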
TWEAK Fn14 block – inhibitors of TWEAK-Fn14 signaling, primary screen, luciferase reporter cells, uHTS | AID 1159606, 2016 | 360,000 tested, 2% active | TWEAK-stimulated Fn14 reporter cells, luciferase luminescence, 8 h | inhibition, % at 10 µM; in the data active = inhibition above about 50%
C8 TRAIL sens – viability loss with TRAIL in NB7+C8 cells, primary screen, TRAIL sensitizer project, cell-based, ATPlite luminescence. inhibition (viability loss, TRAIL sensitization), % at 10 µM. 360,000 tested, 1% active;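 active = compounds causing at least 50% loss of cell viability in the single-dose screen, relative to plate controls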
HIF-2a inh – HIF-2a reporter inhibitors, primary screen, luminescence, 786-0 RCC cells | 786-0 RCC cells HIF-2a reporter, luciferase luminescence, overnight | inhibition, % at 18.8 µM | 360,000 tested, 0.72% active | AID 624352, 2012;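 active = inhibition of the luminescence signal of 40% or more relative to plate controls, in a single-dose primary screen at 18.75 µM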
NR2E3 ag-1 – NR2E3 agonists in two-hybrid cells, primary screen, cell-based, luminescence, CHO-S, Gal4-NCOR/VP16-NR2E3. Photoreceptor-specific nuclear receptor (Homo sapiens), Q9Y5X4. luciferase. inhibition of corepressor binding, % at 3.98 µM. 360,000 tested, 0.35% active. AID 602229, 2012;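 active = inhibition above the mean of all tested compounds plus 3 SD, cut at about 70% in these data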;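 also: 0% = DMSO with NR2E3 transfected cells and 100% = cells lacking NR2E3 construct; higher means lower luciferase signal from less NR2E3 corepressor binding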
Target sequence (Q9Y5X4 whole entry, looked up, the tested form may be a part): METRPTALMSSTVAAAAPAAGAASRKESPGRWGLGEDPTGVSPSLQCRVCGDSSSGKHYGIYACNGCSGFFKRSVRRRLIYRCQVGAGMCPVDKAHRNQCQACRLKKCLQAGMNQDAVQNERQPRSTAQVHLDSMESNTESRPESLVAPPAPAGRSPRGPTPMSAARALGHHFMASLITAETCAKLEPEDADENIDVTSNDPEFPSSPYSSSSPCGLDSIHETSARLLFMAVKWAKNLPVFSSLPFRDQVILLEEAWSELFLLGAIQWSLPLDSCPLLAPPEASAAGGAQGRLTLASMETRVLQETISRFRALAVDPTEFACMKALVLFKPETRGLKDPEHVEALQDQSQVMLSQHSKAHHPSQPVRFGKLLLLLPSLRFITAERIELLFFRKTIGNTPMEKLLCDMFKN
NR2E3 ag-2 – inhibitors of NR2E3-RetCOR corepressor binding, primary screen, NR2E3 agonist project, biochemical, TR-FRET, GST-NR2E3, biotin-RetCOR; 1536-well; inhibition of corepressor binding, % at 4.78 µM; 320,000 tested, 0.12% active; AID 2300, 2010;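 active = percent inhibition above the cutoff of mean plus 3 SD of all tested compounds, set per screening campaign, cut at about 20% in these data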;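 also: 0% = DMSO wells and 100% = biotin wells as full block of FRET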
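system = GST-tagged NR2E3 plus biotinylated RetCOR corepressor | input = 1.35 nM GST-NR2E3 | also added = 7 nM biotin-RetCOR | schedule = 5 h incubation at 4 °C | measured by = TR-FRET with europium anti-GST and streptavidin-D2, 340 nm excitation | read-out = percent loss of FRET ratio relative to control wells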
* hit, by the source's call; / = no result given. A portion of the library; rates above refer to the full screens.

No.	structure	C8 TRAIL sens	KKLEB tox	NR2E3 ag-1	Peg3 prom inh	Shn3 3UTR inh	CF NFkB inh
1	COc1ccc(OC)c(/C=N/n2c(-c3n[nH]c4c3CCC4)n[nH]c2=S)c1	4	10	10	23	-7	-2
2	Cc1nnc(NC(=O)c2c(-c3ccccc3)noc2C)s1	6	1	1	10	-22	-22
3	Cn1c(SCC(=O)Nc2ccc(NC(=O)c3cccs3)cc2)nnc1-c1ccncc1	14	-15	-25	-17	-29	-9
4	O=S(=O)(NC1CCc2ccccc21)c1ccc(S(=O)(=O)N2CCCC2)cc1 (stereo unspecified)	10	-4	-5	25	13	4
5	COc1ccc(CCC(=O)NCc2cn3ccc(C)cc3n2)cc1	-10	10	3	10	5	-29
6	CCCN(CCC)S(=O)(=O)c1ccc(NC(=O)COc2ccccc2)cc1	-2	4	-6	14	6	7
7	O=CNc1ccc2c(c1)Cc1cc([N+](=O)[O-])ccc1-2	-2	-34	-50	-54	0	-105
8	COc1ccc(OC)c(CNC(=O)c2nn(C)c3c2CS(=O)(=O)c2ccccc2-3)c1	-1	-2	13	5	8	-4
9	COCc1cc(C)nc(SCC(=O)Nc2cc3c(cc2C#N)OCO3)c1C#N	-12	-4	17	16	8	4
10	Cc1ccc(C(=O)Nc2cccc(S(=O)(=O)N3CCOCC3)c2)cc1[N+](=O)[O-]	4	-14	1	16	26	20

No.	TRPM1 prom inh	NR2E3 ag-2	TWEAK Fn14 block	TROY signal inh	HIF-2a inh
1	-5	-1	10	-10	18
2	9	1	2	17	6
3	-6	4	-6	-12	12
4	10	-3	6	20	-11
5	/	0	9	12	-7
6	15	-3	-1	-7	28
7	-6	/	-54	-37	-149
8	1	0	-19	4	1
9	8	-3	1	-9	16
10	1	3	-8	-7	13

Seven compounds from above, ordered by the value under HIF-2a inh, largest number first:
entry | Structure | HIF-2a inh
1 | COc1ccc(OC)c(/C=N/n2c(-c3n[nH]c4c3CCC4)n[nH]c2=S)c1 | 18
9 | COCc1cc(C)nc(SCC(=O)Nc2cc3c(cc2C#N)OCO3)c1C#N | 16
10 | Cc1ccc(C(=O)Nc2cccc(S(=O)(=O)N3CCOCC3)c2)cc1[N+](=O)[O-] | 13
2 | Cc1nnc(NC(=O)c2c(-c3ccccc3)noc2C)s1 | 6
5 | COc1ccc(CCC(=O)NCc2cn3ccc(C)cc3n2)cc1 | -7
4 | O=S(=O)(NC1CCc2ccccc21)c1ccc(S(=O)(=O)N2CCCC2)cc1 (stereo unspecified) | -11
7 | O=CNc1ccc2c(c1)Cc1cc([N+](=O)[O-])ccc1-2 | -149

Further results follow.
No.	structure	C8 TRAIL sens	KKLEB tox	NR2E3 ag-1	Peg3 prom inh	Shn3 3UTR inh	CF NFkB inh
11	Cc1cccc(C(=O)NC(C(=O)Nc2ccc(S(=O)(=O)Nc3nccs3)cc2)C(C)C)c1 (stereo unspecified)	-30	-1	4	8	0	28
12	COc1cccc(-c2ncc3ccccc3c2COC(=O)c2ccc(C(F)(F)F)cc2)c1	1	-9	-11	0	20	-6
13	O=C(NC1CCCCC1)N1CCN(c2ncccn2)CC1	-37	5	13	0	-19	-6
14	Cc1cc(S(=O)(=O)N2CCCC2)ccc1OCC(=O)NCc1ccco1	-13	-2	-7	8	0	-6
15	C#CC(C)(C)NC(=O)c1cnc(-c2ccccc2)nc1-c1ccccc1	-5	4	-9	-14	-1	-13
16	Cc1ccc(C(=O)NCCSC(C)(C)C)cc1	-9	2	-108	-100	-42	10
17	CC(=O)Nc1cc2c(cc1[N+](=O)[O-])-c1ccccc1C2O (stereo unspecified)	4	4	-33	27	-24	-69
18	COc1ccc2c(c1)c(=O)c(C(=O)c1ccc(F)cc1)cn2CC(=O)Nc1ccc(F)cc1	2	-14	-11	12	-3	-32
19	Cc1ccc(OCCC(=O)NNC(=O)c2ccc(Br)cc2)cc1	-13	-6	-15	-9	-15	-18
20	CCN(CC)c1ccc2ccc(=O)oc2c1	0	7	8	-22	-23	-12

No.	TRPM1 prom inh	NR2E3 ag-2	TWEAK Fn14 block	TROY signal inh	HIF-2a inh
11	3	/	-2	3	6
12	0	3	-9	-18	-12
13	6	3	10	-4	-18
14	1	3	13	9	7
15	-6	-1	4	-4	-45
16	-28	-1	52*	16	-53
17	11	/	-5	-19	-5
18	6	8	-16	-25	11
19	3	/	-3	-5	1
20	-6	0	10	-5	-23

No new results follow: an excerpt of the list.
No.	structure	C8 TRAIL sens	KKLEB tox	NR2E3 ag-1	Peg3 prom inh	Shn3 3UTR inh	CF NFkB inh
18	COc1ccc2c(c1)c(=O)c(C(=O)c1ccc(F)cc1)cn2CC(=O)Nc1ccc(F)cc1	2	-14	-11	12	-3	-32
19	Cc1ccc(OCCC(=O)NNC(=O)c2ccc(Br)cc2)cc1	-13	-6	-15	-9	-15	-18
20	CCN(CC)c1ccc2ccc(=O)oc2c1	0	7	8	-22	-23	-12

No.	TRPM1 prom inh	NR2E3 ag-2	TWEAK Fn14 block	TROY signal inh	HIF-2a inh
18	6	8	-16	-25	11
19	3	/	-3	-5	1
20	-6	0	10	-5	-23

More compounds follow:
No.	structure	C8 TRAIL sens	KKLEB tox	NR2E3 ag-1	Peg3 prom inh	Shn3 3UTR inh	CF NFkB inh
21	CC(C)Oc1ccc(S(=O)(=O)N2CCOCC2)cc1NC(=O)Cc1ccsc1	-11	2	-35	7	0	-4
22	CCOC(=O)CCCCCC(=O)Nc1ccc2c(c1)C(=O)N([C@@H](C)CO)C[C@H](C)[C@H](CN(C)C(=O)Nc1ccc(C(F)(F)F)cc1)OCCCC[C@H](C)O2	-10	-2	1	11	2	19
23	O=C(NCCc1ccccc1F)C1CCC(=O)N(CCCN2CCCC2=O)C1 (stereo unspecified)	-11	8	-35	-11	-6	13
24	Fc1cccc(CN2CCSCC2)c1	5	-2	0	-1	-8	-12
25	CCOC(=O)c1c(NC(=O)COC(=O)CNC(=O)c2ccc(Cl)cc2Cl)sc(C(=O)N(C)C)c1C	5	-3	-19	21	-4	6
26	COc1ccc(-c2cc(-c3ccc(N)cc3)nc(N)c2C#N)cc1OC	-7	-6	23	28	16	-12
27	Clc1nc(-c2ccccn2)nc2scc(-c3ccccc3)c12	46	-12	-145	-34	51	-16
28	Cc1ccc2nc(/C=C/c3cccc(F)c3)ccc2c1	25	-5	-185	-250	-72	-16
29	CCCc1nnc(NC(=O)CCC(=O)NCc2ccccc2Cl)s1	-10	10	-40	-5	-18	-50
30	O=C(Nc1ccc(Br)cn1)c1ccc2nccnc2c1	20	-4	-164	-156	-10	-1

No.	TRPM1 prom inh	NR2E3 ag-2	TWEAK Fn14 block	TROY signal inh	HIF-2a inh
21	-4	/	-14	1	19
22	/	/	-5	7	13
23	-1	2	-8	19	1
24	-3	/	4	11	15
25	7	1	-8	-21	7
26	8	5	14	9	-13
27	-9	-2	-27	-7	-120
28	-52	5	7	-22	-188
29	0	3	-9	0	8
30	-16	-1	24	-50	-240

Next part, starting with the last 3 of the part before.
No.	structure	C8 TRAIL sens	KKLEB tox	NR2E3 ag-1	Peg3 prom inh	Shn3 3UTR inh	CF NFkB inh
28	Cc1ccc2nc(/C=C/c3cccc(F)c3)ccc2c1	25	-5	-185	-250	-72	-16
29	CCCc1nnc(NC(=O)CCC(=O)NCc2ccccc2Cl)s1	-10	10	-40	-5	-18	-50
30	O=C(Nc1ccc(Br)cn1)c1ccc2nccnc2c1	20	-4	-164	-156	-10	-1
31	COCCNC(=S)N(CCO)Cc1cc2cc3c(cc2[nH]c1=O)OCCO3	-3	9	-4	10	-6	-15
32	CC(C)(CNC(=O)c1ccccc1NS(C)(=O)=O)N1CCCCC1	17	-8	-7	6	-14	7
33	C/C(=N\N(c1ccccc1)c1ccccc1)c1ccc(O)cc1	-4	10	6	44	11	-12
34	Cc1csc(NC(=O)C2CCN(S(=O)(=O)c3ccccc3F)CC2)n1	9	12	-6	8	-1	10
35	CCCN(CCC)CCCNC(=O)C1CCN(S(=O)(=O)c2cccc3nsnc23)CC1	5	-12	-7	4	-28	24
36	O=C(Nc1ccc(S(=O)(=O)N2CCCC2)cc1)c1ccc([N+](=O)[O-])cc1	-5	2	-15	15	7	1
37	NC(=O)c1ccc(N=Cc2c(O)ccc3ccccc23)cc1	7	6	-20	8	/	-10
38	CCOC(=O)c1ccc(NC(=O)CSC2=NC(=O)C(CC)C(=O)N2)cc1 (stereo unspecified)	-9	-8	-3	16	-18	6
39	CCc1ccc(NC(=O)CSc2nc3ccccc3c(=O)n2CCCC(=O)N2CCCC2)cc1	35	-16	8	40	0	16
40	Cc1noc(C)c1CSc1nnc(-c2ccncc2)n1-c1ccc(Cl)c(Cl)c1	-3	-3	-24	9	8	-6

No.	TRPM1 prom inh	NR2E3 ag-2	TWEAK Fn14 block	TROY signal inh	HIF-2a inh
28	-52	5	7	-22	-188
29	0	3	-9	0	8
30	-16	-1	24	-50	-240
31	-13	0	2	-15	7
32	9	1	-44	-23	5
33	8	3	23	15	5
34	6	0	-25	35	1
35	-7	-2	-11	-16	15
36	3	4	-36	15	-2
37	-2	2	16	12	18
38	4	-1	5	-1	20
39	19	1	10	19	-14
40	7	2	9	-24	12

Other entries follow:
No.	structure	C8 TRAIL sens	KKLEB tox	NR2E3 ag-1	Peg3 prom inh	Shn3 3UTR inh	CF NFkB inh
41	O=C1CCC2c3ccc4ccccc4c3CCN12 (stereo unspecified)	5	3	-8	-16	12	12
42	CN1CCOc2cc(S(=O)(=O)NCc3ccc(S(N)(=O)=O)cc3)ccc21	-5	4	-8	-2	-4	8
43	Cc1cc2ccccc2n1CCNC(=O)COc1ccccc1	-9	-12	-4	-11	23	26
44	O=C(Nc1ccc(Cl)cc1)c1cc(-c2cccs2)on1	2	16	-16	-297	-43	-32
45	COc1ccc(CC(=O)NNC(=O)c2nn(Cc3ccccc3)c(=O)c3ccccc23)cc1OC	-13	-1	-14	6	18	-7
46	O=C(N/N=C/CCc1ccccc1)c1ccccc1	-19	8	-77	7	-7	1
47	Cc1nn(C)c(N)c1[N+](=O)[O-]	-23	16	6	7	-12	-22

No.	TRPM1 prom inh	NR2E3 ag-2	TWEAK Fn14 block	TROY signal inh	HIF-2a inh
41	3	3	9	6	18
42	-11	-3	8	7	19
43	/	9	12	-3	17
44	-68	-9	-47	-35	-218
45	8	0	19	0	14
46	2	2	-17	-25	-10
47	-21	-3	16	-9	16
